Screening results (PubChem BioAssay)
PKA-R1A act – activators of PKA-R1A holoenzyme, primary screen, biochemical, fluorescence polarization, Cy5-IP20, bovine R1A, mouse PKAc | activation, % at 11.4 µM | PKA-R1A dissociation; scaled: DMSO 0%, 113 µM cGMP 100% | cAMP-dependent protein kinase type I-alpha regulatory subunit (Bos taurus) + … | 0.083% of 340,000 active;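 active = percent activation above the mean of all tested compounds plus 3 SD, cut at about 19% in these data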;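 also: higher means more PKAc released from R1A so a rise in polarization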
OPRM1-OPRD1 inv – inverse agonists of MOR-DOR heterodimerization, primary screen, cell-based, luminescence; Mu-type opioid receptor (Homo sapiens) + Delta-type opioid receptor (Homo sapiens), …; cell-based MOR-DOR heterodimer luminescence, inverse agonism; inhibition, % at 9.3 µM; 0.21% of 340,000 active; in the data active = inhibition above about 22%, passing the limit was not always enough;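 also: 0% = cells with DMSO and 100% = wells without cells with DMSO; values of inactives mirror those of a sister screen read the other way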
phage Ecoli inh – growth loss of phage-infected E. coli, primary screen, RecBCD inhibitor project, absorbance, with phage, HTS; inhibition, % at 11.9 µM; 0.26% of 360,000 active; AID 651602, 2012; in the data active = inhibition above about 11%
HTR5A ag – HTR5A agonists in luminescence cell assay, primary screen, counter-screen for OPRM1-OPRD1 heterodimer agonist project, full-deck HTS | cell-based | 5-hydroxytryptamine receptor 5A (Homo sapiens), P47898 | 0.61% of 340,000 active | activation, % at 9.3 µM; in the data active = activation mostly above about 9.5%, no sharp cut-off; inactive = mostly below about 7.6%;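 also: 0% = cells with vehicle only and 100% = reference agonist; strong numbers were not always called active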
Target sequence (P47898 whole entry, looked up): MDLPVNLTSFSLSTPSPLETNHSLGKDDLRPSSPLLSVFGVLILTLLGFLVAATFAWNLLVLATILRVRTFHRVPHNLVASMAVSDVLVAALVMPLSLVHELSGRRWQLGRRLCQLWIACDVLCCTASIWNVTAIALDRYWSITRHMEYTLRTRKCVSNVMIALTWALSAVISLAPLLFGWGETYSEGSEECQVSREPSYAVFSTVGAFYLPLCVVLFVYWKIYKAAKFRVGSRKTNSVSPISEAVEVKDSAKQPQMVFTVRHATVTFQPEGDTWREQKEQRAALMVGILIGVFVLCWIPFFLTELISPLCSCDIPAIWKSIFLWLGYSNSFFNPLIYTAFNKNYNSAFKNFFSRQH
Pemphigus Ab inh – inhibitors of pemphigus antibody binding to DSG3, primary screen, biochemical, bead-based, flow cytometry, scFv-GFP; DSG3-coupled beads, scFv-anti-DSG3-GFP binding; stronger effect = lower value; binding (percent of control), % at 10 µM; Desmoglein-3 (Homo sapiens), P32926; 0.48% of 310,000 active;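 active = binding more than 3 SD below its plate's average and above zero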;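 also: hits lower antibody fragment binding to DSG3; some compounds called inactive have numbers as strong as hits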
HTR5A inv ag – HTR5A inverse agonists in luminescence cell assay, primary screen, counter-screen for OPRM1-OPRD1 heterodimer inverse agonist project, full-deck HTS. inhibition, % at 9.3 µM. AID 504634, 2011. HTR5A cell line, inverse agonism. 0.083% of 340,000 active; in the data active = inhibition mostly above about 23%, no sharp cut-off; inactive = mostly below about 18%;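 also: 0% = cells with DMSO and 100% = no-cell wells with DMSO; some compounds called inactive have numbers as strong as hits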
AddAB inh – growth inhibition of E. coli expressing H. pylori AddAB, primary screen, AddAB inhibitor project, absorbance; inhibition, % at 11.9 µM; 0.29% of 330,000 active; in the data active = inhibition above about 12%;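 also: 0% = vehicle wells of infected cells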
SUMO Mot1 rescue – yeast Mot1-301 growth rescue at high temperature, primary screen, SUMOylation pathway inhibitor project, S. cerevisiae, ATP luminescence, 38.5C. S. cerevisiae Mot1-301 growth rescue; percent above DMSO median, 100 means doubled. growth rescue, % at 18.8 µM. 1% of 320,000 active;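 active = every valid replicate shows activation above 250% relative to neutral control wells; inactive = the rest, any valid replicate at or below 250%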;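 also: OY570 slx delta 5 strain wells were the positive control but not used for scaling; some compounds called inactive have numbers as strong as hits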
Ecoli viability – E. coli V3065 growth inhibition, primary screen, counter-screen for AddAB inhibitor project, absorbance, OD600; 0.27% of 330,000 active; 18 h; inhibition, % at 11.9 µM;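 active = inhibition above the campaign's mean inhibition across all tested compounds plus 3 SD, cut at about 9.9% in these data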;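 also: uninfected addAB+ strain grown without phage in ampicillin broth; 0% = DMSO wells and 100% = ciprofloxacin 0.95 µg/ml wells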
PfHsp90 yeast 2 – growth inhibition of PfHsp90-expressing yeast, primary screen, antimalarial PfHsp90 inhibitor project, S. cerevisiae, BacTiter-Glo luminescence, single point, set 2; 0.32% of 310,000 active; BacTiter-Glo ATP, 48 h; yeast lacking PDR1 and PDR3 efflux regulators; AID 504621, 2011; inhibition, % at 9.4 µM;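 active = every replicate shows inhibition above about 80%, whatever the replicate mean, limit read from the data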;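 also: 0% = DMSO neutral controls and 100% = 20 µM radicicol positive controls; yeast relying on Plasmodium falciparum Hsp90 in place of its own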
MOR-DOR ag – agonists of OPRM1-OPRD1 heterodimerization, primary screen, cell-based, luminescence; Mu-type opioid receptor (Homo sapiens) + Delta-type opioid receptor (Homo sapiens), …; cells; activation, % at 9.3 µM; 0.3% of 340,000 active; AID 504326, 2011; in the data active = activation above about 18%;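 also: 0% = vehicle-treated cells and 100% = reference agonist; values of inactives mirror those of a sister screen read the other way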
Active calls of the source: *.

`CN(C)CCN(C(=O)C1CCCCC1)c1nc2cc3c(cc2s1)OCO3` gave PKA-R1A act -1, OPRM1-OPRD1 inv -53, phage Ecoli inh 3.2, HTR5A ag 0, Pemphigus Ab inh 110, HTR5A inv ag -12, AddAB inh 2.3, SUMO Mot1 rescue 307, Ecoli viability -1.0, PfHsp90 yeast 2 -19 and MOR-DOR ag 9.7.
Screening CCOc1ccc2nc(NCCNC(=O)CC)c(C#N)cc2c1 returned PKA-R1A act -11, OPRM1-OPRD1 inv 1, phage Ecoli inh 2.9, HTR5A ag 0, Pemphigus Ab inh 99, HTR5A inv ag 1, AddAB inh 2.1, SUMO Mot1 rescue -14, Ecoli viability 1.5, PfHsp90 yeast 2 3 and MOR-DOR ag -0.1.
`O=C(CN1c2ccccc2Sc2ccccc21)NNC(=O)Nc1ccc(Cl)cc1` gave PKA-R1A act 2, OPRM1-OPRD1 inv -43, phage Ecoli inh 2.2, HTR5A ag 2, Pemphigus Ab inh 102, HTR5A inv ag -11, AddAB inh -0.4, SUMO Mot1 rescue -23, Ecoli viability -0.8, PfHsp90 yeast 2 -22 and MOR-DOR ag 8.4.
Screening CCN(Cc1cc(=O)oc2cc(C)ccc12)c1ccccc1 returned PKA-R1A act -5, OPRM1-OPRD1 inv 8, phage Ecoli inh 0.4, HTR5A ag 0, Pemphigus Ab inh 106, HTR5A inv ag 0, SUMO Mot1 rescue 129, PfHsp90 yeast 2 -6 and MOR-DOR ag -1.6.
COCCCNC(=O)c1cc(Nc2ccc(OC)cc2OC)nc2ccccc12 was read as PKA-R1A act -4, OPRM1-OPRD1 inv 0, phage Ecoli inh 1.6, HTR5A ag -1, Pemphigus Ab inh 104, HTR5A inv ag 3, AddAB inh -3.0, SUMO Mot1 rescue 214, Ecoli viability -3.0, PfHsp90 yeast 2 -13 and MOR-DOR ag 0.0.
For O=C(CSc1ncn[nH]1)Nc1ccc(Br)cc1Br the results were PKA-R1A act -5, OPRM1-OPRD1 inv 0, phage Ecoli inh 1.8, HTR5A ag 3, Pemphigus Ab inh 105, HTR5A inv ag -6, AddAB inh 0.2, SUMO Mot1 rescue 9, Ecoli viability -0.4, PfHsp90 yeast 2 6 and MOR-DOR ag 0.1.
`Cc1cc(Br)c(S(=O)(=O)NCCN2CCOCC2)cc1C` gave PKA-R1A act 7, OPRM1-OPRD1 inv -1, phage Ecoli inh 2.5, HTR5A ag -1, Pemphigus Ab inh 108, HTR5A inv ag -7, AddAB inh 0.5, SUMO Mot1 rescue 7, Ecoli viability 1.6, PfHsp90 yeast 2 17 and MOR-DOR ag 0.1.
For CCOP(=O)(c1ccccc1)C1(O)CCCCC1 (stereo unspecified) the results were PKA-R1A act -3, OPRM1-OPRD1 inv 13, phage Ecoli inh 1.8, HTR5A ag 6, HTR5A inv ag -15, AddAB inh 1.4, SUMO Mot1 rescue 16, Ecoli viability 0.7, PfHsp90 yeast 2 10 and MOR-DOR ag -3.2.
For CCNC(=O)C1CCCN1S(=O)(=O)c1ccc(C)cc1 (stereo unspecified) the results were PKA-R1A act -8, OPRM1-OPRD1 inv 7, phage Ecoli inh 0.9, HTR5A ag 4, Pemphigus Ab inh 106, HTR5A inv ag -3, AddAB inh 1.0, SUMO Mot1 rescue -3, Ecoli viability -0.4, PfHsp90 yeast 2 25 and MOR-DOR ag -1.2.
Screening COc1ccc(CCNC(=O)CSc2nn(-c3ccccc3)c(=S)s2)cc1OC returned PKA-R1A act -4, OPRM1-OPRD1 inv 9, phage Ecoli inh 2.4, HTR5A ag 1, Pemphigus Ab inh 93, HTR5A inv ag -5, AddAB inh 1.9, SUMO Mot1 rescue 7, Ecoli viability 0.4, PfHsp90 yeast 2 -17 and MOR-DOR ag -1.5.
`Cc1occc1C(=O)Nc1ccc([N+](=O)[O-])cc1Br` gave PKA-R1A act -7, OPRM1-OPRD1 inv -3, phage Ecoli inh 1.3, HTR5A ag 2, Pemphigus Ab inh 117, HTR5A inv ag -8, AddAB inh -2.1, SUMO Mot1 rescue -1, Ecoli viability -0.1, PfHsp90 yeast 2 7 and MOR-DOR ag 0.5.
Screening COC(=O)c1sccc1NC(=S)OC returned PKA-R1A act 6, OPRM1-OPRD1 inv 15, phage Ecoli inh -0.5, HTR5A ag 2, Pemphigus Ab inh 109, HTR5A inv ag 2, AddAB inh 0.5, SUMO Mot1 rescue -26, Ecoli viability 3.2, PfHsp90 yeast 2 2 and MOR-DOR ag -2.7.
`COc1ccc(-n2c(C)c(C(C)=O)c3cc(OCC(N)=O)ccc32)cc1` gave PKA-R1A act 1, OPRM1-OPRD1 inv 14, phage Ecoli inh 3.3, HTR5A ag 1, Pemphigus Ab inh 116, HTR5A inv ag -2, AddAB inh 1.2, SUMO Mot1 rescue -1, Ecoli viability 0.8 and MOR-DOR ag -2.9.
For Cc1cccc(N2CCN(C(=O)CCCn3c(=O)[nH]c4ccsc4c3=O)CC2C)c1 (stereo unspecified) the results were PKA-R1A act 12, OPRM1-OPRD1 inv 7, phage Ecoli inh 0.1, HTR5A ag 6, Pemphigus Ab inh 111, HTR5A inv ag -34, AddAB inh 1.8, SUMO Mot1 rescue 19, Ecoli viability 0.1, PfHsp90 yeast 2 13 and MOR-DOR ag -1.2.
Screening CCN(CC)CCNC(=O)c1ccc(NC(=O)C2CCN(S(=O)(=O)c3ccc4c(c3)OCCO4)CC2)cc1 returned PKA-R1A act 10, OPRM1-OPRD1 inv -16, phage Ecoli inh -3.0, HTR5A ag -3, Pemphigus Ab inh 110, HTR5A inv ag -34, AddAB inh -2.4, SUMO Mot1 rescue -1, Ecoli viability 1.0, PfHsp90 yeast 2 17 and MOR-DOR ag 2.5.
C/C(=N/NC(=O)c1cccs1)c1ccc(NC(=O)COc2ccc(Cl)cc2)cc1 was read as PKA-R1A act 19*, OPRM1-OPRD1 inv -8, phage Ecoli inh 0.0, HTR5A ag 0, Pemphigus Ab inh 87, HTR5A inv ag -11, AddAB inh 1.1, SUMO Mot1 rescue 5, Ecoli viability -2.4, PfHsp90 yeast 2 8 and MOR-DOR ag 1.3.
`C[C@@H]1CN([C@H](C)CO)C(=O)Cc2cc(NC(=O)CCC(F)(F)F)ccc2O[C@@H]1CN(C)C(=O)NC1CCCCC1` gave PKA-R1A act 1, OPRM1-OPRD1 inv 3, phage Ecoli inh 1.6, HTR5A ag 5, Pemphigus Ab inh 101, HTR5A inv ag -14, AddAB inh 5.6, SUMO Mot1 rescue 19, Ecoli viability 0.3, PfHsp90 yeast 2 5 and MOR-DOR ag -0.6.
`Cc1ccccc1C(C(=O)NCc1ccccc1)N(Cc1ccco1)C(=O)c1ccccn1` (stereo unspecified) gave PKA-R1A act -6, OPRM1-OPRD1 inv 1, phage Ecoli inh 1.2, HTR5A ag -1, HTR5A inv ag 11, AddAB inh 2.5, SUMO Mot1 rescue -14, Ecoli viability -1.0, PfHsp90 yeast 2 -9 and MOR-DOR ag -0.1.
Screening CCn1c(SCC(=O)NCc2ccc(C)cc2)nnc1-c1ccncc1 returned PKA-R1A act 8, OPRM1-OPRD1 inv 9, phage Ecoli inh 1.8, HTR5A ag 1, Pemphigus Ab inh 94, HTR5A inv ag -23, AddAB inh 2.6, SUMO Mot1 rescue -4, Ecoli viability -0.9, PfHsp90 yeast 2 1 and MOR-DOR ag -1.7.
OCc1nn2c(c1Br)NC(c1ccccc1)CC2C(F)(F)F (stereo unspecified) was read as PKA-R1A act 11, OPRM1-OPRD1 inv 5, phage Ecoli inh -0.1, HTR5A ag 10, Pemphigus Ab inh 109, HTR5A inv ag -14, AddAB inh 0.9, SUMO Mot1 rescue 14, Ecoli viability 0.7, PfHsp90 yeast 2 -9 and MOR-DOR ag -1.1.
Screening Oc1ccccc1-c1n[nH]c(-c2ccccc2O)n1 returned PKA-R1A act 0, OPRM1-OPRD1 inv -30, phage Ecoli inh 8.0, HTR5A ag 4, HTR5A inv ag -15, PfHsp90 yeast 2 47 and MOR-DOR ag 6.1.
For CCCC1/C(=N/O)CC(c2ccccc2)NC1c1ccccc1 (stereo unspecified) the results were PKA-R1A act 6, OPRM1-OPRD1 inv -40, phage Ecoli inh 3.2, HTR5A ag 1, Pemphigus Ab inh 96, HTR5A inv ag -3, AddAB inh 0.1, SUMO Mot1 rescue 9, Ecoli viability -2.2, PfHsp90 yeast 2 -1 and MOR-DOR ag 6.9.
`COc1cccc(C(=O)NCc2ccco2)c1OC` gave PKA-R1A act -1, OPRM1-OPRD1 inv -6, phage Ecoli inh -2.3, HTR5A ag 2, Pemphigus Ab inh 95, HTR5A inv ag 11, AddAB inh -0.2, SUMO Mot1 rescue 2, Ecoli viability -2.3, PfHsp90 yeast 2 4 and MOR-DOR ag 1.2.
Screening Cn1c(=O)c2c(ncn2CC(=O)Nc2ccc3c(c2)OCO3)n(C)c1=O returned PKA-R1A act 1, phage Ecoli inh 2.5, Pemphigus Ab inh 111, AddAB inh -0.1, SUMO Mot1 rescue -13, Ecoli viability 2.6 and PfHsp90 yeast 2 -15.
O=C(CN1C(=O)c2cccnc2Oc2ccc(Cl)cc21)NCCCc1ccccc1 was read as PKA-R1A act 12, OPRM1-OPRD1 inv -12, phage Ecoli inh -0.3, HTR5A ag -4, Pemphigus Ab inh 99, HTR5A inv ag 9, AddAB inh 0.6, SUMO Mot1 rescue -6, Ecoli viability -2.0, PfHsp90 yeast 2 13 and MOR-DOR ag 2.4.
`OC(CN1CCN(c2cccc(Cl)c2)CC1)C(c1ccccc1)c1ccccc1` (stereo unspecified) gave PKA-R1A act -9, OPRM1-OPRD1 inv -6, phage Ecoli inh 4.1, HTR5A ag -2, HTR5A inv ag 6, AddAB inh -2.9, SUMO Mot1 rescue 5, Ecoli viability 4.4, PfHsp90 yeast 2 -5 and MOR-DOR ag 1.1.
CC(=O)Nc1ccc(NC(=O)Oc2ccccc2)cc1 was read as PKA-R1A act 1, OPRM1-OPRD1 inv 9, phage Ecoli inh -0.8, HTR5A ag 8, Pemphigus Ab inh 100, HTR5A inv ag -1, AddAB inh -2.5, SUMO Mot1 rescue 109, Ecoli viability -3.0, PfHsp90 yeast 2 13 and MOR-DOR ag -1.5.
For COc1ccccc1CN1CCCC(CNC(=O)c2cccc3ccccc23)C1 (stereo unspecified) the results were PKA-R1A act -5, OPRM1-OPRD1 inv 11, phage Ecoli inh -0.1, HTR5A ag 1, Pemphigus Ab inh 118, HTR5A inv ag -4, AddAB inh 2.2, SUMO Mot1 rescue -8, Ecoli viability -0.3, PfHsp90 yeast 2 -22 and MOR-DOR ag -2.2.
